High-throughput results as filed in PubChem.
Ecoli WT growth: growth inhibitors of wild type E. coli, primary screen, strain BW25113 wild type, absorbance readout | E. coli BW25113 growth inhibition, OD600 | inhibition, % at 10 µM | actives 0.05% (n = 20,000); in the data active means inhibition above about 40%;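 further: bacteria exposed to compound for 20 hours at 37 °C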
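Assay system: Bacterial strain in a whole-cell growth screen | Amount: Inoculum from a 1:1000 dilution of a 1.5 h subculture | Detection: Absorbance at 615 nm as a measure of bacterial growth | Timing: 20 h exposure, 37 °C | Buffer or medium: LB plus kanamycin 50 µg/mL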
* marks the source's active call; other numbers are inactive results.

| compound | Ecoli WT growth |
| --- | --- |
| CCOc1ccc(NC(=O)CSc2nnnn2CC(=O)O)cc1 | 18.3 |
| Cc1cc(C(=O)N2CCN(c3ncccn3)CC2)cs1 | -10.1 |
| CC1CCN(c2nc3c(c(=O)n(C)c(=O)n3C)n2Cc2ccccc2)CC1 | 0.6 |
| Cc1ccc(C(=O)Nc2ccc(S(=O)(=O)N3CCc4ccccc43)cc2)o1 | -12.7 |
| Cc1onc(-c2c(Cl)cccc2Cl)c1C(=O)NCCCN1CCOCC1 | 6.0 |
| CN1CCN(c2nc3c(c(=O)[nH]c(=O)n3C)n2CCSc2nc3ccccc3s2)CC1 | -4.7 |
| CCCC(=O)Nc1ccc(NC(=O)C2CC2)cn1 | -2.7 |
| CCOC(=O)C1=C(C)N(C)C(C)=C(C(=O)OCC)C1c1cccnc1 | -1.4 |
| COCCNC(=O)C(C)N(c1ccc(Oc2ccccc2)cc1)S(C)(=O)=O (stereo unspecified) | 10.6 |
| O=C(NC1CCCC1)C(c1cccs1)N(Cc1ccco1)C(=O)Cn1nnc(-c2cccs2)n1 (stereo unspecified) | -0.4 |
| CC(NC(=O)COc1ccccc1)C1COc2ccccc2O1 (stereo unspecified) | 15.1 |
| O=C(O)c1ccc(C2SCC(=O)N2Cc2ccccc2)cc1 (stereo unspecified) | 8.6 |
| COc1cccc(-c2nc(CS(=O)(=O)CC(=O)Nc3cc(C)ccc3C)c(C)o2)c1 | -0.1 |
| CCOC(=O)c1c(COC(=O)c2ccco2)nc2ccccc2[n+]1[O-] | -1.3 |
| c1cncc(-c2nnc3sc(-c4ccco4)nn23)c1 | -2.7 |
| COc1cccc(CNC(=O)C2CCN(C(=O)N(C)C)CC2)c1 | -3.0 |
| COc1cc(NC(=O)Cc2nn(C)c(=O)c3ccccc23)cc(OC)c1 | 7.5 |
| N=c1ncn(CC(O)CN2CCOCC2)c2nc(N3CCOCC3)[nH]c12 (stereo unspecified) | 8.3 |
| CCC(Oc1ccc2ccccc2c1)C(=O)O (stereo unspecified) | 5.8 |
| COc1ccc(OC)c(-n2nnnc2SCC(=O)NCc2ccc3c(c2)OCO3)c1 | 5.4 |
| COc1ccc(C(O)Cn2c(=N)n(CCCN(C)C)c3ccccc32)cc1 (stereo unspecified) | 8.0 |
| Cc1cc(C)nc(NC2=NCC(=O)N2c2ccc3c(c2)OCCO3)n1 | -13.8 |
| CCCOc1ccc(NC(=O)C2CCCNC2=O)cc1 (stereo unspecified) | -30.8 |
| O=C(c1ccc(C23CC4CC(CC(C4)C2)C3)o1)N1CCOCC1 | -2.5 |
| CS(=O)(=O)N(CC(=O)N1CCN(c2cccc(Cl)c2)CC1)c1ccccc1 | 3.1 |
| CCCn1nnc(NC(=O)COc2cc(C)ccc2C(C)C)n1 | 1.0 |
| c1ccc2c(c1)c1c3n2CCNC3CCC1 (stereo unspecified) | 8.5 |
| O=C(NCCOc1nc(N2CCCCC2)nc(N2CCOCC2)n1)Nc1ccccc1 | 0.8 |
| CC(C)(C)OC(=O)N1CCN(c2ccc(NC(=O)c3cc4ccccc4oc3=O)cc2)CC1 | -1.6 |
| O=C(COc1ccccc1)Nc1ccc(Cl)c(-c2nc3ncccc3o2)c1 | -1.4 |
| CCOC(=O)c1ccc(NC(=O)CC2Sc3ncnn3C2=O)cc1 (stereo unspecified) | -21.4 |
| O=C(CCCn1ncn2c(cc3occc32)c1=O)N1CCc2ccccc2C1 | 5.8 |
| O=C(c1ccncc1)N1CCN(C(=O)c2ccco2)CC1 | -10.2 |
| CC(=O)c1c(O)cc(C)n(Cc2ccccc2)c1=O | -22.8 |
| Cc1cc(C)c2nc(C(F)(F)F)nc(N3CCN(C(=O)c4ccco4)CC3)c2c1 | -20.9 |
| CCOC(=O)C1CCN(c2ncnc3c2cnn3-c2ccccc2)CC1 | -11.2 |
| COc1ccccc1NC(=O)CCC(=O)Nc1ccccc1OC | -9.2 |
| CCc1nc2sc3c(c2c(=O)o1)CCCC3 | 0.7 |
| COc1cc2c(cc1OC)C(c1ccsc1)CC(=O)N2 (stereo unspecified) | 0.9 |
| O=C(COc1ccc(S(=O)(=O)N2CCCC2)cc1Cl)N1CCN(c2ccccc2)CC1 | 16.4 |
| Cc1ccc(NC(=O)CSc2nnc(-c3ccncc3)n2C)cc1C | 9.6 |
| Cc1nnc(SCc2cccc(Oc3ccccc3)c2)n1N | 6.0 |
| COc1cc2c(cc1OC)-c1nnnn1C(C)(C)C2 | 1.3 |
| CCOC(=O)COc1nc(C)c(Br)c(OC)n1 | -24.2 |
| CCOc1ccc(C2c3c(oc4ccccc4c3=O)C(=O)N2CCCN2CCOCC2)cc1 (stereo unspecified) | -21.8 |
| COCCN1C(=O)C(=O)/C(=C(/O)c2ccc(OC(C)C)cc2)C1c1cccnc1 (stereo unspecified) | -2.7 |
| COC(=O)c1c(NC(=O)CN2CCCC(C)C2)c2c(C)cccc2n1C (stereo unspecified) | -20.8 |
| COc1ccc(S(=O)(=O)N2CCCC(C(=O)NCc3ccccn3)C2)cc1 (stereo unspecified) | -5.8 |

Of the compounds above, 3 have a COOH group.
| compound | Ecoli WT growth |
| --- | --- |
| CCOc1ccc(NC(=O)CSc2nnnn2CC(=O)O)cc1 | 18.3 |
| O=C(O)c1ccc(C2SCC(=O)N2Cc2ccccc2)cc1 (stereo unspecified) | 8.6 |
| CCC(Oc1ccc2ccccc2c1)C(=O)O (stereo unspecified) | 5.8 |

Further records.
| compound | Ecoli WT growth |
| --- | --- |
| CS(=O)(=O)N(CC(=O)NCc1ccccn1)Cc1ccc(Cl)cc1 | -18.1 |
| CCOc1cc(C2C(C#N)=C(N)SC(N)=C2C#N)ccc1OCCN1CCOCC1 | -17.4 |
| Fc1ccc(C(c2ccc(F)cc2)N2CCN(C/C=C/c3ccccc3)CC2)cc1 | 1.2 |
| COC(=O)c1ccccc1NC(=O)Nc1cccs1 | 17.5 |
| COC(=O)c1cccc(NC(=O)CSc2ncn[nH]2)c1 | -18.3 |
| COc1cccc(NC(=O)CSc2nnc(Cc3cccn3C)n2-c2ccc(F)cc2)c1 | 10.2 |
| COc1cccc2cc(C(=O)n3ccc(C)n3)c(=O)oc12 | -3.1 |
| OCc1nc2ccccc2n1CCCOc1ccc(Br)cc1 | -17.5 |
| CC(=O)SCC(=O)N=c1sc2cc(F)ccc2n1C | -2.9 |
| C=CCOc1c(OC)cc(Cl)cc1C1NC(=O)NC(C)=C1C(C)=O (stereo unspecified) | -16.4 |
| O=C(CN(c1ccc(F)cc1)S(=O)(=O)c1ccc2c(c1)OCCO2)NCC1CCCO1 (stereo unspecified) | -7.2 |
| COc1cc(C2c3c(oc4c(C)cc(C)cc4c3=O)C(=O)N2Cc2cccnc2)cc(OC)c1OC (stereo unspecified) | -3.7 |
| COC(=O)C1=C(C)NC(C)=C(C(=O)OC)C1c1ccc(NC(C)=O)cc1 | -14.1 |
| CCCC(=O)Nc1cnc(NC(=O)c2cccc(F)c2)cc1C | 13.7 |
| COCCn1nnnc1C(c1ccccc1OC)N1CCc2ccccc2C1 (stereo unspecified) | -1.3 |
| Cc1cc(CN(C)C)c(O)c(C2(C)CCCCC2)c1 | -18.2 |
| CCOC(=O)C1CCN(c2nc3ccccc3nc2C(C#N)C(=O)OC(C)C)CC1 (stereo unspecified) | 12.4 |
| COc1cccc(C(=O)Nc2ccccc2N2CCCC2)c1 | 3.4 |
| CC1CN(S(=O)(=O)Cc2ccccc2)CC(C)O1 (stereo unspecified) | -21.1 |
| COc1ccc(CC(=O)Nc2ccc(OC)c(NC(=O)c3ccco3)c2)cc1 | -0.4 |
| N#Cc1nc(COc2ccccc2Cl)oc1N1CCCCCC1 | 16.3 |
| CC1NC(=O)NC1CCCCCC(=O)NCCc1ccccc1 (stereo unspecified) | -7.1 |
| COc1cccc(NC(=O)C2CCCN2C(=O)Nc2cccc(F)c2)c1 (stereo unspecified) | 6.5 |
| O=C(CCn1cnc2ccccc2c1=O)Nc1ccc(S(=O)(=O)N2CCCCC2)cc1 | 4.4 |
| Cc1cc2ncc(C(=O)Nc3ccccc3)c(C)n2n1 | -6.3 |
| CC1CCN(CCCNC(=O)c2coc3nc4ccccc4nc23)CC1 | 0.3 |
| O=C(Nc1nc(-c2ccncc2)cs1)C1COc2ccccc2O1 (stereo unspecified) | -2.5 |
| Cc1cccc(-n2ncc3c(N4CCc5ccccc54)ncnc32)c1 | 4.7 |
| CCN1C(=O)CC(N2CCN(C(c3ccccc3)c3ccccc3)CC2)C1=O (stereo unspecified) | -4.0 |
| O=c1ccc2cc(S(=O)(=O)Nc3ccc(F)cc3)ccc2o1 | -14.8 |
| O=C(Nc1ccc(N2CCOCC2)cc1)c1cnsn1 | -17.0 |
| c1ccc2c(-c3nc(-c4ccncc4)no3)cccc2c1 | -3.6 |
| O=C(O)C1CCCCC1C(=O)Nc1ccc(Cl)cc1 (stereo unspecified) | 5.6 |
| COc1ccccc1N1C(=O)CC(Sc2nc(C)cc(C)n2)C1=O (stereo unspecified) | 13.8 |
| CC(=O)Nc1cccc(NC(=O)c2oc3ccccc3c2C)c1 | 9.3 |
| O=C(O)COc1ccc2nsnc2c1Cl | -8.2 |
| COc1ccccc1NC(=O)N1CCN(c2cccc(C(F)(F)F)c2)CC1 | -0.5 |
| CC(=O)N(CCN(C(C)=O)c1ccccc1)c1ccccc1 | 15.9 |
| O=C(Cn1cnc2c(cnn2-c2ccccc2)c1=O)NCCc1ccccc1 | 8.9 |
| COC(=O)C(C)C1Sc2ccccc2NC1=O (stereo unspecified) | 0.9 |
| Cn1c(=O)c2c(nc(SCCCC#N)n2Cc2ccccc2F)n(C)c1=O | 12.2 |
| CS(=O)(=O)N(CC(=O)N1CCOCC1)Cc1ccc(Cl)cc1 | -17.5 |
| COc1ccc2c(C)nc(Nc3nc(C)cc(=O)[nH]3)nc2c1 | 6.2 |
| O=C(Nc1cc(C(F)(F)F)ccc1N1CCOCC1)c1c(F)c(F)c(F)c(F)c1F | -1.7 |
| O=C(CSc1nnc2scc(-c3ccc(Cl)cc3)n12)NCc1ccco1 | -1.4 |
| CCN(CC)S(=O)(=O)c1ccc(C(=O)Oc2ccc3c(c2)OCO3)cc1 | -2.8 |
| CC1=C(C(=O)Nc2ccccc2)C(c2ccc3c(c2)OCO3)C2=C(CCCC2=O)N1 (stereo unspecified) | -22.4 |
| Cc1ccc(C)c(N2CCN(S(=O)(=O)c3ccc4c(c3)OCCO4)CC2)c1 | 12.0 |
| N/C(=N/O)c1nc(N2CCCCC2)nc(N2CCCCC2)n1 | 0.6 |
| COc1ccccc1C1C=C(c2ccc(C)cc2)Nc2nnnn21 (stereo unspecified) | -0.8 |
| CCN(C(=O)c1ccnc(C(C)(C)C)c1)c1ccccc1 | -0.4 |
| CCCc1ccc(OCc2ccc(C(=O)OC)o2)c(OC)c1 | 3.6 |
| Cc1noc(NS(=O)(=O)c2ccc(NC(=O)Nc3ccc(Cl)c(Cl)c3)cc2)c1C | -14.6 |
| O=C(CSc1nnc(-c2cccnc2)o1)Nc1ccccn1 | 1.7 |
| Cc1cccc(CCNC(=O)CCc2nc(-c3ccccc3F)no2)c1 | -1.7 |
| CCn1c(=O)cc(SCC(=O)Nc2ccc3c(c2)OCO3)c2ccccc21 | 1.8 |
| CC1(C)CNC(=O)c2sc(N3CCOCC3)nc2C1 | -3.5 |
| O=C(CSc1nc(O)c(Cc2ccccc2)c(=O)[nH]1)Nc1ccccc1 | 0.1 |
| Cc1nc2ccc(S(=O)(=O)NC(C(=O)Nc3nccs3)C(C)C)cc2s1 (stereo unspecified) | 9.7 |
| COc1ccccc1N1CCN(C(=O)CCc2ccc(S(=O)(=O)NCC(C)C)cc2)CC1 | -20.2 |

New compounds follow
| compound | Ecoli WT growth |
| --- | --- |
| CN1CCN(c2nc3c(c(=O)[nH]c(=O)n3C)n2CC(N)=O)CC1 | -18.5 |
| CCn1c(CC(=O)Nc2ccccc2)nnc1SCC(=O)Nc1ccccc1C(=O)OC | -13.5 |
| Cc1ccc(C(=O)NCC2CCCO2)o1 (stereo unspecified) | -6.2 |
| Cc1ccc(NC(=O)CCC(=O)OCC(F)(F)C(F)F)cc1 | -4.2 |
| COc1cccc(C2CC(=O)Nc3c2c(=O)n(C)c(=O)n3C)c1OC (stereo unspecified) | 11.8 |
| O=C(CSCCO)Nc1cc(C(F)(F)F)ccc1Cl | -18.0 |
| CCOC(=O)CSc1nnc(CNC(=O)c2ccc(S(=O)(=O)N3CCCC3)cc2)n1C | 0.4 |
| N#CC1=C(N)C(C#N)(C#N)[C@H](c2ccsc2)[C@H]2COCC=C12 | 0.0 |
| Cn1c(CCNC(=O)c2cccs2)nnc1SCC(=O)Nc1nc(-c2ccccc2)cs1 | -15.0 |
| CCn1nnnc1SCC(=O)Nc1nnc(C(C)C)s1 | -0.6 |
| COC(=O)Nc1nnc(-c2ccncc2)s1 | -1.9 |
| CC(=O)Nc1c(-c2ccc(F)cc2)nc2ccccn12 | 3.7 |
| O=C(O)c1ccc(OCC(O)Cn2cnc3ccccc32)cc1 (stereo unspecified) | 2.8 |
| CCOC(=O)C1=C(C)N=C2SCCC(=O)N2C1c1cc(Br)ccc1OC (stereo unspecified) | -1.9 |
| O=C(Nc1ccccc1)Nc1ccc(S(=O)(=O)N2CCCCC2)cc1 | 8.4 |
| N#Cc1cn(Cc2cccc(Cl)c2)c2ccccc12 | -7.0 |
| O=C(Nc1ccc(S(=O)(=O)N2CCCCCC2)cc1)C1CCCO1 (stereo unspecified) | -24.1 |
| O=C(CSc1nnc(-c2ccco2)c(-c2ccco2)n1)Nc1ccccc1 | -2.4 |
| CCCCCC1CC(CC(C)C(=O)Nc2nncs2)C(=O)O1 (stereo unspecified) | -3.0 |
| Cc1ccc(Cn2nnc3c(=O)[nH]c(C4CCN(S(=O)(=O)c5ccc(F)cc5)CC4)nc32)cc1 | -2.5 |
| CCN(CC)CCN1C(=O)C(=O)/C(=C(/O)c2c(C)[nH]c(C(=O)OC)c2C)C1c1ccccc1OC (stereo unspecified) | -2.7 |
| Cn1c(=O)n(C)c2cc(CNc3ccc(N4CCOCC4)c(C(=O)O)c3)ccc21 | 19.7 |
| COc1cccc(-c2n[nH]c(=S)n2Cc2ccco2)c1OC | -20.6 |
| Cc1ccc(S(=O)(=O)N2CCOCC2)cc1C(=O)Nc1ccccn1 | -3.9 |
| C=CCn1c(SCC(=O)Nc2ccc3c(c2)OCO3)nnc1-c1ccccc1O | -14.4 |

An excerpt; rates above refer to the full screens.
